From PubChem
TIM10 inh – growth inhibitors of isogenic TIM10 control yeast, primary screen, counter-screen for tim10-1 yeast inhibitor project, luminescence, uHTS | inhibition, % at 10 µM | S. cerevisiae TIM10 strain growth, BacTiter-Glo luminescence, 24 h | 1.4% of 330,000 active | AID 463195, 2010;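 active means inhibition of 40% or more at the single tested concentration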;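 further: wild-type TIM10 isogenic control strain grown at permissive 25 °C; 0% = DMSO yeast wells and 100% = minimal medium wells without yeast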
Jurkat NFkB inh – inhibitors of induced NF-kB luciferase reporter, primary screen, TCR NF-kB activation inhibitor project, cell-based, luminescence, uHTS; Jurkat, PMA/ionomycin-induced NF-kB luciferase reporter; inhibition, % at 4 µM; 0.53% of 330,000 active; in the data active means inhibition above about 50%
UPR CHOP act – activators of apoptotic CHOP UPR arm, primary screen, cell-based, CHO-CHOP luciferase reporter, luminescence, uHTS; UPR activation; percent of tunicamycin response over DMSO baseline; activation, % at 10 µM; 0.34% of 330,000 active;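 active means at 10 µM dose, activation of 40% or more, normalized to positive control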;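 further: 100% = tunicamycin at 10 µg/mL and 0% = DMSO alone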
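System: CHO-CHOP luciferase reporter cell line | Buffer or medium: F12 medium containing 10% fetal bovine serum | Doses: One dose, 10 µM in 0.5% DMSO | Times: 6 h compound exposure at 37 °C after overnight seeding | Signal: Luciferase luminescence | Read-out: % activation vs tunicamycin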
UPR XBP1 act – activators of adaptive XBP1 UPR arm, primary screen, cell-based, CHO-XBP1 luciferase reporter, luminescence, uHTS. activation, % at 20 µM. AID 463104, 2010. IRE1-XBP1 UPR activation; percent of tunicamycin response, DMSO as zero. 0.33% of 330,000 active;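 active means versus positive control, 20 µM dose yields 30% or more activation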;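 further: 100% = tunicamycin at 10 µg/mL and 0% = DMSO only wells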
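Material: CHO cell line with stable XBP1 luciferase reporter; schedule: 16-18 h cell attachment at 37 °C, then 6 h compound exposure; signal: glow luminescence from Steady-Glo reagent; medium: serum-containing F12 medium, 10% FBS; benchmarks: tunicamycin 10 µg/mL and vehicle-only wells; read-out: percent activation relative to tunicamycin reference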
tim10-1 inh – growth inhibitors of tim10-1 mutant yeast, primary screen, luminescence, uHTS. S. cerevisiae tim10-1 ts strain growth, BacTiter-Glo, 24 h. inhibition, % at 20 µM. 2.2% of 330,000 active;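 active means inhibition of at least 40%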;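 further: mutant grown at 25 °C; 0% = DMSO wells with yeast and 100% = wells holding no yeast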
Mdm2-MdmX inh – inhibitors of human Mdm2-MdmX association, primary screen, cell-based, luminescence, split luciferase, SaOS-2, uHTS | SaOS-2 split-luciferase Mdm2/MdmX complementation | inhibition, % at 8 µM | 3% of 330,000 active | Protein Mdm4 (Homo sapiens) + E3 ubiquitin-protein ligase Mdm2 (Homo sapiens), … | AID 485346, 2010;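 active means inhibition of at least 50% at 8 µM in the primary screen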
Target sequence (O15151 whole entry, looked up): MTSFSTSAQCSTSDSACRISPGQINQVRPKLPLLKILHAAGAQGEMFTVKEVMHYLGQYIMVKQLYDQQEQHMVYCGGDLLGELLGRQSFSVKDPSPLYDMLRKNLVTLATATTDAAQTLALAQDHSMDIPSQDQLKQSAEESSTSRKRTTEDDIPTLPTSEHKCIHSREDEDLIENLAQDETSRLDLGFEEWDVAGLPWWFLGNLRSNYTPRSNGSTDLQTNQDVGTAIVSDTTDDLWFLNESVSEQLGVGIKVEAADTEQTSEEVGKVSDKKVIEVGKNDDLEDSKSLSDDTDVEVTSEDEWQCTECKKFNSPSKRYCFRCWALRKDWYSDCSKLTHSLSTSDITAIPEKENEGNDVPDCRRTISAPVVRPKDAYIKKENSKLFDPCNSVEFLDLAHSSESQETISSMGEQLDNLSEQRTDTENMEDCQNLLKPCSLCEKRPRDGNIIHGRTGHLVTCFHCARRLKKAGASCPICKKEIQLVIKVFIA
Target sequence (Q00987 whole entry, looked up): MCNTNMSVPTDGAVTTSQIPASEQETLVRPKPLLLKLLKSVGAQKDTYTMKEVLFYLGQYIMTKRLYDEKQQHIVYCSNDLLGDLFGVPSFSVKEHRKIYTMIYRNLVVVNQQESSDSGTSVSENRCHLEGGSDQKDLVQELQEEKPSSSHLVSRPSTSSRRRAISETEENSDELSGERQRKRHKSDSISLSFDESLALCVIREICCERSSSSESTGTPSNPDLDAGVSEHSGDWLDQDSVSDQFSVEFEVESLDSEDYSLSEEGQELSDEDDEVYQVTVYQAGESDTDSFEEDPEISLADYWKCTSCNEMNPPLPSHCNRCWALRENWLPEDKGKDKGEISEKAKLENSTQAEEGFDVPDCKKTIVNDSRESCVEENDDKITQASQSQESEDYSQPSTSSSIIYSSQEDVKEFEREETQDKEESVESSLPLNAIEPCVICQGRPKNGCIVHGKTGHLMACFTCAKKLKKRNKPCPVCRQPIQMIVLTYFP
697 NFkB inh – inhibitors of PMA/ionomycin-induced NF-kB reporter, 697 cells, primary screen, B-cell NF-kB inhibitor project, cell-based, luminescence, uHTS; AID 435022, 2010; 697 B-cell NF-kB luciferase reporter, 16 h; 0.33% of 330,000 active; inhibition, % at 4 µM; in the data active means inhibition above about 35%
tim23-1 inh – growth inhibitors of tim23-1 mutant yeast, primary screen, luminescence, uHTS; S. cerevisiae tim23-1 growth, BacTiter-Glo luminescence, 24 h; inhibition, % at 20 µM; 1.3% of 330,000 active; AID 463212, 2010;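 active means growth inhibition of the mutant yeast at or above 50%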;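 further: temperature-sensitive mutant grown at 25 °C; plate controls were DMSO-treated mutant yeast for no effect and medium wells lacking yeast for full effect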
An asterisk follows results filed as active.

Below each SMILES – TIM10 inh	Jurkat NFkB inh	UPR CHOP act	UPR XBP1 act	tim10-1 inh	Mdm2-MdmX inh	697 NFkB inh	tim23-1 inh
1: CN1Cc2c(N3CCOCC3)nc3sc(C(=O)c4ccccc4)c(N)c3c2CC1(C)C
→ -9	7	-0.4	6	-7	59*	-30	12
2: COc1ccc(CNC(=O)c2c(O)c3cccc4c3n(c2=O)CCC4)cc1OC
→ 12	3	-4.6	4	-11	15	2	-33
3: Cc1cccc(N2CC(C(=O)OCC(=O)Nc3sccc3C(N)=O)CC2=O)c1C (stereo not drawn)
→ -5	5	0.4	-1	5	0	13	10
4: COc1ccc(CN2CCN(Cc3ccc(OC)c(OC)c3OC)CC2)cc1
→ -35	-16	-1.9	-4	-1	-4	1	8
5: CCOc1ccc(S(=O)(=O)Nc2ccccc2C(=O)N/N=C/c2c(OC)ccc3ccccc23)cc1
→ 25	7	0.3	-2	13	13	18	30
6: O=C(CN1C(=O)C2C3C=CC(C3)C2C1=O)Nc1cccc2c1CCCC2 (stereo not drawn)
→ 1	0	-2.6	3	5	15	-2	-2
7: O=C(O)COc1ccccc1/C=N/NC(=O)CN1CCN(Cc2ccccc2Cl)CC1
→ -3	0	2.0	-1	2	-25	10	1
8: C/C=C(/C)C(=O)Nc1cccc(C2=NOC3(C2)C[C@@H](C(N)=O)N(C(=O)C2(C)CC2)C3)c1 (stereo partly drawn)
→ 5	1	-2.4	2	-15	5	2	13
9: Cc1[nH]c(C)c(S(=O)(=O)N(Cc2ccccc2)C(C)C)c1C(=O)N1CCCC1
→ 6	-9	2.3	-2	-6	4	-9	1
10: Nc1ccc2nc(C3CCCCC3)[nH]c2c1
→ 3	-7	1.8	-2	7	5	-4	4
11: COc1ccc(CNC(=S)NNC(=O)c2cc3ccccc3o2)cc1
→ 10	8	-0.2	4	25	-20	2	12
12: Cc1cc(N)n(-c2nc(-c3cccnc3)nc3ccccc23)n1
→ 3	4	0.5	0	17	21	13	35
13: CCc1cc2cc(C)ccc2nc1SCC(=O)Nc1cc(C)on1
→ -9	5	0.7	-2	0	26	7	-11
14: NC(=O)C1CCN(CC(=O)N2N=CCC2c2ccccc2)CC1 (stereo not drawn)
→ 14	11	-0.1	3	8	-2	9	0
15: Fc1ccc(-c2nc3c(-c4ccc(Cl)cc4)cnn3cc2CCN2CCOCC2)cc1
→ 1	10	0.9	-3	29	4	4	-24
16: CC(OC(=O)c1ccccc1)C(=O)NCc1ccco1 (stereo not drawn)
→ -7	1	-0.7	3	-4	9	1	-1
17: S=C(Nc1ccc(Cl)cc1)Nc1cccc2cnccc12
→ 20	27	1.8	1	26	11	-4	36
18: Cc1ccc(C(C(=O)NC(C)(C)C)N(Cc2ccccc2)C(=O)c2snc(C(N)=O)c2N)o1 (stereo not drawn)
→ 18	1	-1.6	0	23	-13	2	7
19: CN(C)S(=O)(=O)c1ccc(C(=O)NCC(=O)Nc2ccc(F)c(F)c2)cc1
→ 9	3	2.8	-2	-2	-13	8	2
20: O=C(O)CCCC(=O)Nc1ccc(Cl)c(Cl)c1
→ -8	-15	0.9	-1	-26	8	-13	-2
21: Nn1cnc2scc(-c3ccco3)c2c1=O
→ 3	6	3.9	2	2	34	11	36
22: CC(OC(=O)c1cccc(S(=O)(=O)N2CCCC2)c1)C(=O)NC1CCCCC1C (stereo not drawn)
→ 8	5	1.2	-2	18	13	12	23
23: O=C(CN(Cc1ccco1)C(=O)c1nsc(Cl)c1Cl)NC1CCCCC1
→ -6	2	-0.4	0	4	8	1	19
24: COc1cccc(C2=NO[C@@H]3C(=O)N(Cc4ccccc4)C(=O)[C@H]23)c1OC
→ 17	-4	1.4	-1	17	-15	-12	7
25: CCC(C)C(NS(=O)(=O)c1ccc(C)cc1)C(=O)N1CCOCCOCCOCC1 (stereo not drawn)
→ 1	0	1.5	-4	23	12	19	24
26: O=C(NCC(=O)N1CCN(Cc2ccccc2)CC1)c1ccc(Cl)cc1
→ -4	13	-3.6	-2	-9	13	-1	16
27: CCOCCCNC(=O)C1CC(=O)N(C2CCCC2)C1 (stereo not drawn)
→ 1	-12	-0.5	-1	-18	9	-16	-5
28: O=C(Nc1ccc(Br)c(C(F)(F)F)c1)c1ccc(C(F)(F)F)cc1
→ 72*	-24	15	8	45*	96*	-49	81*
29: O=C1OC(OC2CCCCC2)(c2ccccc2)c2ccccc21 (stereo not drawn)
→ 14	19	0.1	-2	18	-29	14	18
30: c1cc2c(c(NCc3ccncc3)c1)CCCC2
→ -1	6	0.2	-2	-11	29	11	-3

Excerpt, entries 22 to 24
Below each SMILES – TIM10 inh	Jurkat NFkB inh	UPR CHOP act	UPR XBP1 act	tim10-1 inh	Mdm2-MdmX inh	697 NFkB inh	tim23-1 inh
22: CC(OC(=O)c1cccc(S(=O)(=O)N2CCCC2)c1)C(=O)NC1CCCCC1C (stereo not drawn)
→ 8	5	1.2	-2	18	13	12	23
23: O=C(CN(Cc1ccco1)C(=O)c1nsc(Cl)c1Cl)NC1CCCCC1
→ -6	2	-0.4	0	4	8	1	19
24: COc1cccc(C2=NO[C@@H]3C(=O)N(Cc4ccccc4)C(=O)[C@H]23)c1OC
→ 17	-4	1.4	-1	17	-15	-12	7

Next entries:
Below each SMILES – TIM10 inh	Jurkat NFkB inh	UPR CHOP act	UPR XBP1 act	tim10-1 inh	Mdm2-MdmX inh	697 NFkB inh	tim23-1 inh
31: O=C(O)c1cccc(NS(=O)(=O)c2ccc3c(c2)OCCCO3)c1
→ -9	5	-2.4	4	-8	-25	18	22
32: CC(C)Cc1nc(S(=O)(=O)c2ccc(Cl)cc2)c(N2CCOCC2)o1
→ 10	7	1.5	-3	5	5	13	13
33: CCn1c(C)nc2cc(C(=O)NNC(=S)Nc3ccc(OC)cc3)ccc21
→ 3	-10	1.3	-2	4	12	-3	-8
34: COC(=O)CSc1nnc(CNc2ccc(Cl)cc2)n1Cc1ccccc1
→ -29	-1	1.5	1	-65	-36	3	-56
35: CCOC(=O)C(C(=O)OCC)C1N=C(N)N=C2Oc3ccccc3N21 (stereo not drawn)
→ -6	-21	2.2	3	-9	-3	-106	3
36: Cc1cc(NC(=O)c2ccc(C)o2)no1
→ 8	-18	-0.6	0	19	-5	-16	16
37: CC(C)C(=O)N1CCC2(CC1)Oc1ccc(Cl)cc1C(=O)C21CC(c2ccc(Cl)cc2)=NO1 (stereo not drawn)
→ 15	28	-0.8	2	20	-17	0	29
38: CCC(=O)NC1=C(Cl)C(=O)C(NC(=O)CC)=C(Cl)C1=O
→ -8	9	8.4	-13	4	58*	-15	8
39: Cc1ccc(-n2cc(CN(C)Cc3nccn3C)c(-c3ccc(F)cc3)n2)cc1
→ -5	-4	0.3	1	24	30	-6	33
40: O=C1CCC(C(=O)Nc2cccc(S(=O)(=O)Nc3ccccc3F)c2)=NN1
→ 0	-6	4.2	-2	-7	7	-6	12
41: COc1ccccc1OCC(O)Cn1c(=N)n(Cc2ccccc2)c2ccccc21 (stereo not drawn)
→ 18	27	-1.8	1	18	39	-18	2
42: COc1ccc2[nH]c(=O)c(CN(Cc3ccco3)C(=O)c3ccccc3)cc2c1
→ 0	8	2.5	-1	14	11	6	14
43: COc1cc(NC(=O)C2CSC3(C)CCC(=O)N23)c(OC)cc1Cl (stereo not drawn)
→ 9	7	0.1	-2	9	2	18	3
44: CCOc1ccc(S(=O)(=O)N(C)C2CCCCC2)cc1
→ 7	7	1.9	0	15	-3	8	23
45: CCCOc1ccc(C(=O)NNC(=S)NC(=O)c2ccccc2)cc1
→ -4	-15	-1.6	9	-7	48	12	-3
46: COc1ccc(CNc2nc3ccccc3n2CCN2CCCCC2)c(OC)c1
→ 8	8	-3.2	-4	18	15	-5	20
47: O=[N+]([O-])c1c(C(Cl)Cl)nn(-c2ccc(Cl)cc2)c1N1CCCCC1
→ 56*	-6	-0.8	-1	44*	42	-42	64*
48: CCc1ccc(OCC(=O)NC(NC(=S)Nc2ccc(Cl)cc2)C(Cl)(Cl)Cl)cc1 (stereo not drawn)
→ -9	15	21	6	-1	84*	6	-23
49: O=C(COC(=O)c1ccccc1NCCO)NCC1CCCCC1
→ 18	3	-1.2	-1	17	-3	-26	27
50: COCc1c(Br)c(C)nc2sc3c(=O)[nH]nnc3c12
→ -13	-8	0.4	1	25	0	-8	27
51: COc1ccccc1N1CCN(S(=O)(=O)CC23CCC(CC2=O)C3(C)C)CC1 (stereo not drawn)
→ 11	-7	0.6	-5	23	14	26	9
52: Cc1ccccc1-n1ncc(C(C)NS(=O)(=O)c2ccccc2Cl)c1C (stereo not drawn)
→ 3	-1	-1.7	-2	7	15	16	6
53: COC(=O)c1cc(OC)cc(O)c1C(=O)c1c(O)cc(C)cc1O
→ -64	1	-1.5	-1	-90	2	4	-43
54: CCOc1ccccc1NC(=O)NC(C)c1ccncc1 (stereo not drawn)
→ 7	-8	0.5	0	4	-7	0	5
55: Cc1ccc(CN2C(=O)c3ccccc3Sc3ccc(C(=O)NCCCN4CCOCC4)cc32)cc1
→ 9	-5	3.3	-4	3	47	-4	-7
56: COc1ccc(/C(C)=N/NC(=O)c2nnn(-c3nonc3N)c2-c2ccccc2)cc1
→ 0	-18	0.5	8	4	61*	-20	-4
57: O=C(NCCN1C(=O)S/C(=C\c2cccc(Cl)c2Cl)C1=O)C1=COCCO1
→ -106	14	7.5	-7	25	45	-15	55*
58: O=C(NNc1ccc(Cl)cc1)c1sccc1Cl
→ 2	6	-0.4	2	2	-6	-5	-96

One compound at a time, from the list above:
C/C=C(/C)C(=O)Nc1cccc(C2=NOC3(C2)C[C@@H](C(N)=O)N(C(=O)C2(C)CC2)C3)c1 (stereo partly drawn) in the list: TIM10 inh: 5; Jurkat NFkB inh: 1; UPR CHOP act: -2.4; UPR XBP1 act: 2; tim10-1 inh: -15; Mdm2-MdmX inh: 5; 697 NFkB inh: 2; tim23-1 inh: 13
c1cc2c(c(NCc3ccncc3)c1)CCCC2 in the list: TIM10 inh: -1; Jurkat NFkB inh: 6; UPR CHOP act: 0.2; UPR XBP1 act: -2; tim10-1 inh: -11; Mdm2-MdmX inh: 29; 697 NFkB inh: 11; tim23-1 inh: -3
